Rin1 Abl inh: blocks binding of human Rin1 to Abl. P00519+Q13671. actives 0.4% (n = 360,000). TR-FRET Rin1/Abl binding, biochemical. inhibition, % at 7.35 µM; in the data active = inhibition above about 5%, passing the limit was not always enough
NadD inh: inhibitors of Staphylococcus aureus NadD. purified NadD enzyme, colorimetric absorbance read-out. inhibition, % at 20 µM. actives 0.78% (n = 360,000). AID 602399; in the data active = inhibition above about 26%; also: some compounds past the cut are filed as inactive
Neddyl block: cullin neddylation inhibition; calls only at 25 µM; AID 651699; TR-FRET cullin neddylation, biochemical; actives 0.58% (n = 360,000); P61081+Q13564; in the data active = inhibition above about 36%
MLLE-PAM2 inh: inhibitors of microRNA-mediated deadenylation, human PABP1 MLLE binding. GST-MLLE / FITC-PAM2 fluorescence polarization. actives 0.36% (n = 360,000). inhibition, % at 20 µM. P11940; in the data active = inhibition above about 35%, passing the limit was not always enough;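 also: plate controls were DMSO wells with GST-MLLE for no effect and wells lacking GST-MLLE protein for full effect; some results filed as inactive read as strong as hits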
Target sequence (P11940 whole entry, looked up): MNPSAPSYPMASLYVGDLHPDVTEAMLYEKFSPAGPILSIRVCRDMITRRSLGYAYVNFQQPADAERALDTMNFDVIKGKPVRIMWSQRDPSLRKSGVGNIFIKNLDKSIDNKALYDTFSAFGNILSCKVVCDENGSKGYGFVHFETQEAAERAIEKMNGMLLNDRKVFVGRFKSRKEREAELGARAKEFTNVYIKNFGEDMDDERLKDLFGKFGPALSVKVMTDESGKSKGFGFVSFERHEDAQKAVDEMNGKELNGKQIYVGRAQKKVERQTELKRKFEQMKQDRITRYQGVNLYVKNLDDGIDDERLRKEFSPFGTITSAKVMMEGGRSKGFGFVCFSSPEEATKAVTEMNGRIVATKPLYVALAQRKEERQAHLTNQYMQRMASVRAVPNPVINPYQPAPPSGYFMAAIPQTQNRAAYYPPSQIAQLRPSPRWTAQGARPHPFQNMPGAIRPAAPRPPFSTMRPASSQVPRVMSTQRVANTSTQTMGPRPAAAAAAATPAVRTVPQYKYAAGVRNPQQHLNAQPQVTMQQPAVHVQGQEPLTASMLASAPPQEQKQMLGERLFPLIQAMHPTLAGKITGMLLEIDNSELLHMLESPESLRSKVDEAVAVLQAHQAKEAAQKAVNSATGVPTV
FAS TE block: FAS thioesterase (human) inhibition; AID 602261; recombinant FAS-TE, OMFH fluorogenic substrate, fluorescence endpoint; actives 0.67% (n = 360,000); inhibition, % at 15 µM;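 active = compounds whose normalised, plate-corrected inhibition of enzyme fluorescence in the single-dose primary screen is 50% or more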;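 also: 0% = DMSO with enzyme and 100% = substrate without enzyme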
MT1-MMP act inh: blocks activation of human MT1-MMP; HT1080 RFP-PRO-GFP cells, GFP/RFP ratio fluorescence, overnight; percent of plate control window, DMSO zero; GFP/RFP ratio change, % at 20 µM; P50281; actives 0.061% (n = 360,000); AID 651647;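 active = GFP/RFP ratio change of at least 30% with cell ATP level not reduced by more than half and red fluorescence within 50% of control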; also: strong numbers were not always called active
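Test system: HT1080 RFP-PRO-GFP cells; Benchmarks: DMSO and RFP-L50D-GFP cell wells; Timing: cells overnight before dosing, compound overnight, 37 °C, 5% CO2; Compound: one 20 µM compound dose with 1% DMSO; Read-out: GFP/RFP fluorescence ratio.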
CSN inh: blocks human CSN-mediated cullin deneddylation. Purified CSN, SCF-Nedd8-OG deneddylation, fluorescence polarization. inhibition, % at 12.5 µM. actives 0.38% (n = 360,000). AID 651999;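 active = pattern-corrected inhibition above about 35%, with an unprinted fluorescence ratio check between 0.5 and 1.5, limit read from the data, passing the limit was not always enough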;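 also: 0% = enzyme with substrate and 100% = substrate without enzyme; some results filed as inactive read as strong as hits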
Target sequence (Q92905 whole entry, looked up, one chain of several): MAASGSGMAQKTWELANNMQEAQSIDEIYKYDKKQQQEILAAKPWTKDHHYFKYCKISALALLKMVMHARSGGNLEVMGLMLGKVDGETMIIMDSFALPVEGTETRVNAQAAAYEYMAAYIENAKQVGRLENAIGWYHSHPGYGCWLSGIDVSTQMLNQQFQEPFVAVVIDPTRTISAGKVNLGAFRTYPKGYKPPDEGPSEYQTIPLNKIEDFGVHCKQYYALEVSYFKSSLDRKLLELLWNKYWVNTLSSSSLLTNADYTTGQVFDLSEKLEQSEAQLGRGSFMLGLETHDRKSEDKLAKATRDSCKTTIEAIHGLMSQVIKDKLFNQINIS
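Material: purified human Csn5 enzyme expressed in HEK293T cells / Medium: Tris buffer pH 7.5, NaCl, DTT, Tween-20, trehalose, ovalbumin / Compound dosing: 12.5 µM single point / Schedule: 90 min incubation of compound, enzyme and substrate at room temperature / Signal: fluorescence polarization of the substrate / Control set: no-enzyme wells high, enzyme-with-substrate wells low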
Rpn11 inh: Rpn11 (human) deubiquitinase inhibition | O00487 | human 26S proteasome, Ub4-pepOG fluorescence polarization; 20S core pre-blocked with epoxomicin | calls only at 20 µM | actives 0.59% (n = 360,000) | AID 588493;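 active = inhibition at 20 µM, scaled to each plate's controls, above about 33%, limit read from the data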
SKN-1 inh: blocks SKN-1 activity in C. elegans. C. elegans VP596 Pgst-4::GFP/RFP ratio, acrylamide-induced, 24 h. inhibition, % at 21.8 µM. actives 0.49% (n = 360,000). AID 624304;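 active = interference check ratio from 0.5 to 1.5 plus GFP to RFP signal ratio inhibition reaching or exceeding a fixed threshold, cut at about 30% in these data, passing the limit was not always enough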; also: some compounds called inactive have numbers as strong as hits
Active calls of the source: *; i = inactive; / = no result given.

The opening two compounds, ahead of the listing:
SMILES	Rin1 Abl inh	NadD inh	Neddyl block	MLLE-PAM2 inh	FAS TE block	MT1-MMP act inh	CSN inh	Rpn11 inh	SKN-1 inh
COc1cc(-c2nnc(NC(=O)CS(=O)(=O)c3ccc(Cl)cc3)o2)cc(OC)c1OC	1	13	i	6	-2	4	0	i	-5
CC(C)c1ccc(/C=N/NC(=O)c2cc(-c3cccc([N+](=O)[O-])c3)n[nH]2)cc1	-3	16	i	15	2	5	3	i	-5

The listing, previewed entries included:
SMILES	Rin1 Abl inh	NadD inh	Neddyl block	MLLE-PAM2 inh	FAS TE block	MT1-MMP act inh	CSN inh	Rpn11 inh	SKN-1 inh
COc1cc(-c2nnc(NC(=O)CS(=O)(=O)c3ccc(Cl)cc3)o2)cc(OC)c1OC	1	13	i	6	-2	4	0	i	-5
CC(C)c1ccc(/C=N/NC(=O)c2cc(-c3cccc([N+](=O)[O-])c3)n[nH]2)cc1	-3	16	i	15	2	5	3	i	-5
O=C(NCc1ccccc1Cl)c1cc2c(s1)CS(=O)(=O)C2	2	2	i	-16	1	0	5	i	5
COc1ccccc1NC(=O)CC1SC(=N)N(c2ccccc2)C1=O (stereo unspecified)	2	-5	i	-53	-4	0	-7	i	-2
O=C(CNc1ccc(Br)cc1)Nc1ccc(S(=O)(=O)N2CCCCC2)cc1	-1	4	i	7	18	2	-5	i	12
COc1ccc(CNC(=O)C(C#N)c2nc3ccccc3nc2N2CCN(C)CC2)cc1 (stereo unspecified)	-9	1	i	-22	2	-6	0	i	5
CC(NC(=O)c1ccco1)c1nc(-c2ccccc2)no1 (stereo unspecified)	2	-5	i	10	-6	4	-2	i	20
COC(=O)c1ccc2c(c1)C(C)(C)C(/C=C/c1ccc(OC)c(OC)c1OC)=[N+]2C	3	19	/	-203	-6	51*	6	i	46*
CCc1ccc(NC(=O)N(CCOC)C2CCN(C(C)=O)CC2)cc1	-1	-3	i	-3	-4	3	-2	i	-24
COc1ccc(OC)c(NC(=S)NCCCN2CCOCC2)c1	3	-2	i	7	-12	1	-17	i	3
COc1ccc(-c2noc(CN(C)C(=O)c3ccco3)n2)cc1	0	7	i	0	-2	0	-1	i	-6
Cc1nc(N)nc(-c2ccccc2O)n1	4	-5	i	6	-1	-2	2	i	-23
CCCCn1c(N)c(N(CC(C)C)C(=O)C2=NN(c3cc(C)ccc3C)C(=O)CC2)c(=O)[nH]c1=O	1	1	i	-2	-6	1	-5	i	5
Cc1cc(Cl)c(C)c(S(=O)(=O)Oc2ccccc2NC(=O)CCC(=O)O)c1Cl	3	0	i	4	-7	0	3	i	10
COc1ccc(NS(=O)(=O)c2cc(C)ccc2NC(=O)c2cc(C)oc2C)cc1	-4	-6	i	3	20	6	-4	i	-10
CN(C(=S)Nc1ccc(Oc2ccccc2)cc1)c1ccc(O)cc1	-2	10	i	3	27	14	2	i	-1
Cc1ccc(SCCC(=O)NCc2ccco2)cc1	-2	2	i	6	-7	24	1	i	4
Cc1cc(C)nc(SCCn2c(N(C)Cc3ccccc3)nc3c2c(=O)n(C)c(=O)n3C)n1	-2	3	i	-13	3	-1	-1	i	3
CC(=O)Nc1ccc(C2C(=O)c3ccccc3C2=O)cc1	0	-1	i	10	-4	0	4	i	-4
C=CCNC(=O)c1oc2ccc(S(=O)(=O)N3CCCCC3)cc2c1C	1	-8	i	-7	0	4	-2	i	3
Cc1cn2c(N)c(/C=C3\C=Nc4ccccc43)c(=O)nc2s1	-2	1	i	-73	-8	-1	3	i	5
COc1cc(OC)cc(C(=O)NC(=S)Nc2ccc3c4c(cccc24)CC3)c1	3	-5	i	20	16	-11	2	i	26
O=C(CCS(=O)(=O)c1ccc(Cl)cc1)Nc1nc(-c2ccncc2)cs1	-4	-1	i	14	-3	-5	0	i	-4
CCn1c(SCc2nc3ccccc3[nH]2)nnc1-c1cnccn1	-5	8	i	-16	-3	0	1	i	-10
Cc1ccc(S(=O)(=O)N(Cc2ccc(F)cc2)C(=O)N2CCN(C)CC2)cc1	-2	1	i	6	-8	0	-4	i	15
Cc1ccccc1OCC(O)Cn1c(NCc2ccccc2)nc2c1c(=O)[nH]c(=O)n2C (stereo unspecified)	2	-5	i	-4	-4	1	0	i	14
C=C(C)CN1C(=O)C2(OCCO2)c2ccccc21	-1	-1	i	1	-4	0	4	i	-1
O=C(C1COc2ccccc2O1)N1CCN(c2ccccc2)CC1 (stereo unspecified)	3	4	i	9	-1	1	-2	i	-6
CCOC(=O)CSc1ncnc2c1cnn2-c1ccc(C)cc1	-8	-14	i	5	9	1	3	i	-4
CC(C)c1ccc(NC(=O)CCC(=O)NCc2ccco2)cc1	3	-2	i	13	-1	-3	2	i	-4
CCCc1nnc(NC(=O)CCC(=O)N2CCCCC2)s1	0	0	i	3	-1	2	-2	i	10
O=C(O)c1cccc2c1C(=O)c1ccc(-c3ccc(OC(F)(F)F)cc3)cc1S2(=O)=O	1	4	i	-1	1	8	6	i	19
COc1cccc(C(=O)Oc2c(Br)cc(Br)cc2/C=N/NC(=O)c2cc(C)[nH]n2)c1	-5	42*	i	-7	17	-8	7	i	-5
CCCc1nc2sc3c(SCC(=O)NCc4ccco4)ncnc3c2c2c1CCC2	-114	34*	i	10	7	-4	29	i	4
Cc1ccc(S(=O)(=O)N2CCN(C(=O)C(C)Cn3nc(C)c(C)c3C)CC2)cc1 (stereo unspecified)	1	-4	i	4	0	-3	-1	i	7
Brc1ccc2ncnc(NCc3ccco3)c2c1	-18	0	i	-2	-3	-8	3	i	11

Only MT1-MMP act inh (six entries from above):
Molecule | MT1-MMP act inh
CCOC(=O)CSc1ncnc2c1cnn2-c1ccc(C)cc1 | 1
CC(C)c1ccc(NC(=O)CCC(=O)NCc2ccco2)cc1 | -3
CCCc1nnc(NC(=O)CCC(=O)N2CCCCC2)s1 | 2
O=C(O)c1cccc2c1C(=O)c1ccc(-c3ccc(OC(F)(F)F)cc3)cc1S2(=O)=O | 8
COc1cccc(C(=O)Oc2c(Br)cc(Br)cc2/C=N/NC(=O)c2cc(C)[nH]n2)c1 | -8
CCCc1nc2sc3c(SCC(=O)NCc4ccco4)ncnc3c2c2c1CCC2 | -4

Next entries:
SMILES	Rin1 Abl inh	NadD inh	Neddyl block	MLLE-PAM2 inh	FAS TE block	MT1-MMP act inh	CSN inh	Rpn11 inh	SKN-1 inh
O=C(NCC(c1cccs1)N1CCOCC1)c1cn(-c2ccccc2)nc1-c1ccc(Cl)cc1 (stereo unspecified)	0	8	i	-10	38	-4	-10	i	-3
CCN(CC)CCNC(=O)CCn1c(=S)[nH]c2cc3c(cc2c1=O)OCO3	-4	-3	i	-30	-10	-1	0	i	-3
Cn1cnc([N+](=O)[O-])c1SCC(=O)NN	-1	-6	i	-24	-4	-1	-2	i	-10
CC(=O)c1ccc(OC2(C)CCN(Cc3ccc4ccccc4c3)C2)cc1 (stereo unspecified)	4	-4	i	-5	12	0	-2	i	5
CCOC(=O)C(C)C(C)=O (stereo unspecified)	2	8	i	19	-4	-5	4	i	-3
Cc1cc2c(NCc3ccccc3)ncnc2s1	2	-4	i	7	3	-3	1	i	8
COc1ccccc1CNS(=O)(=O)CC12CCC(CC1=O)C2(C)C (stereo unspecified)	1	3	i	5	3	-1	5	i	3
O=C(N/N=C/c1cccs1)c1ccc2c(c1)OCO2	0	4	i	7	-9	-1	-7	i	16
COc1cc(C2C=C(Nc3ccccc3)C(=O)N2c2ccccc2)ccc1O (stereo unspecified)	7.1*	4	i	25	14	-4	-3	i	-1
COc1cc(/C=C/C(=O)O)cc(S(=O)(=O)N2CCN(S(=O)(=O)c3ccc(Cl)cc3)CC2)c1OC	-2	-6	i	2	-4	-1	0	i	10
CNC(=O)C1CCN(S(=O)(=O)c2c(C)noc2/C=C/N(C)C)CC1	-1	-1	i	8	-8	2	4	i	-10
CCCCCCCN1C/C=C\C(c2ccc(OC)cc2)N(Cc2ccc(F)cc2)C(=O)[C@H]1Cc1ccccc1 (stereo partly specified)	2	20	i	4	28	3	-1	i	-3
CC(=O)Nc1ccc(NC(=O)C(C)OC(=O)c2ccccc2NS(=O)(=O)c2cccs2)cc1 (stereo unspecified)	-2	-1	i	-9	2	7	0	i	-7
COc1cccc(C(=O)N2CCCc3ccccc32)c1OC	-4	1	i	-4	-5	3	-4	i	-2
COc1ccc(COC(=O)C2=C(C)NC(=O)NC2c2cc(Br)c(O)c(OC)c2)cc1 (stereo unspecified)	3	-2	i	-18	4	2	-4	i	1
COc1cc(C(c2c(O)nc(SC)[nH]c2=O)c2c(O)nc(SC)[nH]c2=O)cc(OC)c1OC	-1	2	i	34	-2	-2	3	i	10
CCn1c(SCC(=O)Nc2c(C)n(C)n(-c3ccccc3)c2=O)nc2c1c(=O)n(C)c(=O)n2C	0	-4	i	0	-5	6	0	i	1
Cc1cnc(C(=O)Nc2nnc(C(C)C)s2)cn1	4	-4	i	-6	-7	4	2	i	4
N#CC(c1ccccc1)c1cccc(Cl)n1 (stereo unspecified)	0	-1	i	18	-4	1	-10	i	8
Cc1nc(NCCc2ccccc2)c2oc3ccccc3c2n1	0	-6	i	-1	11	-2	-3	i	5
O=C(CCCC(=O)Nc1cccnc1)Nc1cccnc1	1	-3	i	0	-11	-2	1	i	6
CCCN1CNC(=S)N(c2ccccc2OC)C1	1	1	i	-74	-11	4	2	i	7
CCOc1ccc(N2C(=O)CC(NCC#N)C2=O)cc1 (stereo unspecified)	0	-3	i	2	-7	3	1	i	-11
COC(=O)CCCC(=O)N1CCC(n2nccc2NC(=O)CCOc2ccccc2)CC1	0	0	i	-21	-6	-1	5	i	20
COc1ccc(S(=O)(=O)N2CCC(CN3C(=O)c4cccc5cccc(c45)C3=O)CC2)cc1	-3	8	/	14	63*	-5	0	i	-2
C=CCc1cc(Cl)ccc1OCCCNC(C)C	-3	-9	i	7	-5	0	0	i	9
Nc1ncnc(Nc2cc(C(F)(F)F)cc(C(F)(F)F)c2)n1	1	-2	i	4	1	4	-2	i	2
N#Cc1ccc(C(=O)OCC(=O)Nc2ccc(S(N)(=O)=O)cc2)cc1	1	2	i	11	-3	-3	-2	i	-5
CCOC(=O)N1CCN(C(=O)COc2cc(C)c(Cl)c(C)c2)CC1	0	-8	i	4	2	1	-3	i	-4
COc1ccc(C(=O)CN2C(=O)NC3(CCCc4ccccc43)C2=O)cc1OC (stereo unspecified)	1	1	i	4	6	0	-5	i	32
COc1ccc(/C=C/C(=O)Nc2nc(N)n(-c3ccccc3)n2)cc1	-1	2	i	0	-9	6	-5	i	15
[O-][n+]1ccccc1SC/C=C/c1ccccc1	-1	-2	i	13	-8	2	1	i	-3
CCOC(=O)N1CCc2c(sc(NC(C)=O)c2C(N)=O)C1	0	0	i	8	-4	0	2	i	11
CC(C)c1ccc(OCC(=O)N2CCc3ccccc3C2)cc1	-1	-9	i	5	17	1	4	i	18
CCCCCOC(=O)Nc1ccc(S(=O)(=O)Nc2cccc([N+](=O)[O-])c2)cc1	-1	-4	i	3	25	-3	-6	i	0
CCc1nn(C(C)C(=O)NCCc2ccccc2)c(=O)c2cc3occc3n12 (stereo unspecified)	0	-4	i	-7	1	-2	3	i	-1
O=C(NCCNCc1ccccn1)c1ccco1	-1	2	i	1	-6	2	-3	i	-2
CCOC(=O)COc1cccc2c(=O)n(CC(=O)NCc3ccc(F)cc3)ccc12	-5	0	i	4	-4	/	29	i	7
